Source: PubChem
MIN6 prolif: MIN6 beta-cell proliferation induction | AID 2380 | MIN6 cells proliferation, ATPlite luminescence, 48 h; cells starved in 0.2% serum; 100% = growth in 10% serum | 330,000 tested, 0.29% active | proliferation, % at 10 µM;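 active means compounds whose signal lies at least 3.5 SD above the mean of all wells on their plate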;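 further: 0% = DMSO-treated cells in low-serum medium and 100% = 10% serum control; some compounds called inactive have numbers as strong as hits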
SENP1 inh: inhibitors of human SENP1 SUMO protease catalytic domain | Q9P0U3 | recombinant SENP1 catalytic domain, CyPet-SUMO1-YPet FRET cleavage | inhibition, % at 10 µM | 360,000 tested, 0.21% active | AID 624204;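 active means inhibition at least 30% at 10 µM, raw YFP signal under a set limit, fluorescence ratio 0.5 to 1.5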;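 further: 0% = enzyme with DMSO and 100% = no enzyme wells; some results filed as inactive read as strong as hits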
Target sequence (Q9P0U3 419-644 limits assumed): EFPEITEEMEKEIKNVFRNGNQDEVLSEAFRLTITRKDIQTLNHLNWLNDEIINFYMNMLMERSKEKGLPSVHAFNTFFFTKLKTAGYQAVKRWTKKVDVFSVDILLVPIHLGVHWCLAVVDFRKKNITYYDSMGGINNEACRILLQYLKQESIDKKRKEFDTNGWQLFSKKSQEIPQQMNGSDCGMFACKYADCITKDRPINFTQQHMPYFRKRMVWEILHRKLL
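Controls: no-enzyme wells low, DMSO-plus-enzyme wells high control. Test system: human recombinant His6-tagged SENP1 catalytic domain enzyme. Reagent: SFCypet-SUMO1-SFYpet FRET protein substrate, 25 nM final. Doses: one dose per compound, 10 µM, 0.5% DMSO. Detection: FRET, CFP and YFP emission. Timing: 50 min reaction at room temperature.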
mIAP block: blocks mouse intestinal alkaline phosphatase; purified mouse IAP, CDP-Star luminescence, 30 min; inhibition, % at 10 µM; 330,000 tested, 0.2% active; AID 2806;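 active means inhibition of at least 40% at 10 µM in the primary screen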;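 further: plate controls were DMSO with enzyme for no effect and no enzyme wells for full effect; values of inactives mirror those of a sister screen read the other way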
APOBEC3A inh: inhibitors of human APOBEC3A DNA deaminase; recombinant A3A, FAM/TAMRA ssDNA deamination fluorescence; inhibition, % at 20 µM; 330,000 tested, 0.41% active;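 active means at least 40% inhibition at 20 µM here, with at most 30% in a related deaminase screen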;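 further: plate controls were A3A with DMSO for no effect and wells lacking A3A enzyme for full effect; some results filed as inactive read as strong as hits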
Target sequence (P31941 whole entry, looked up): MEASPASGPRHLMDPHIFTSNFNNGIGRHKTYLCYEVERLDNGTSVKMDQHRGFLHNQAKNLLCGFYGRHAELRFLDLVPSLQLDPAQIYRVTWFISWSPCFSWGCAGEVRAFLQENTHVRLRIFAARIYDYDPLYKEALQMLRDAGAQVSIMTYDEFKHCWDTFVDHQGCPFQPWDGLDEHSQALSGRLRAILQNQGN
hIAP inh: human IAP inhibition; P09923; purified IAP, CDP-Star luminescence, 30 min; inhibition, % at 10 µM; 330,000 tested, 0.12% active; AID 2544;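 active means inhibition reaching a set limit with compound at 10 µM in the primary screen, cut at about 35% in these data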;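 further: plate controls were DMSO wells with enzyme for no effect and no-enzyme buffer wells for full effect; values of inactives mirror those of a sister screen read the other way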
NALP3 yeast inh: NALP3 inhibition in yeast | 330,000 tested, 0.39% active | Yeast reconstituted NLRP3/ASC/caspase-1, beta-gal luminescence, 24 h | inhibition, % at 10 µM | AID 2825;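 active means inhibition of 50% or more; inactive means inhibition below 50%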;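 further: plate controls were induced DMSO wells for no effect and uninduced yeast grown without galactose for full effect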
A3G deaminase: APOBEC3G (human) deaminase inhibition; Q9HC16; inhibition, % at 20 µM; 330,000 tested, 0.28% active; recombinant A3G, ssDNA deamination FAM/TAMRA fluorescence;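 active means inhibition of at least 40% at 20 µM, with no more than 30% in the related APOBEC3A deaminase screen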;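 further: plate controls were DMSO wells with A3G for no effect and wells lacking A3G enzyme for full effect; some compounds called inactive have numbers as strong as hits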
Target sequence (Q9HC16 whole entry, looked up): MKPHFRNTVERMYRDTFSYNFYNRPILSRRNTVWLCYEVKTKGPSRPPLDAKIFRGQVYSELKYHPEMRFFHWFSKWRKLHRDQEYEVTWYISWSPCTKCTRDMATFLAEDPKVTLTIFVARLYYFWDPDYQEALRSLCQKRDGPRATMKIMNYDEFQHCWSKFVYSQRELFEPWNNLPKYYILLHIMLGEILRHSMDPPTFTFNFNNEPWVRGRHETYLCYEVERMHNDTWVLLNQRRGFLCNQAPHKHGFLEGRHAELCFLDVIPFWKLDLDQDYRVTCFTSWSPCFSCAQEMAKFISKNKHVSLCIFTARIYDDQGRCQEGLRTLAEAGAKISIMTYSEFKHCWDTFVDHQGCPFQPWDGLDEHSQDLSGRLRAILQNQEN
mIAP activ: mouse IAP activation; muIAP, CDP-Star luminescence, 30 min; active compounds read high; 1 = vehicle-only enzyme signal, 0 = enzyme-free wells; activation factor at 10 µM; 330,000 tested, 0.24% active; AID 2805;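 active means activation factor of at least 2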; further: the source names both 10 and 20 µM as test concentration; values of inactives mirror those of a sister screen read the other way
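Assay system: mouse IAP enzyme; reagent: chemiluminescent substrate CDP-Star; dosing: test compounds delivered from DMSO solution; schedule: 30 min at room temperature; measured by: luminescence from enzymatic CDP-Star hydrolysis; controls: DMSO-only wells and no-enzyme negative control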
hIAP activ: increases human intestinal alkaline phosphatase activity | purified human IAP, CDP-Star luminescence, 30 min; active compounds read high; 1 = vehicle-only enzyme, 0 = enzyme-free background | AID 2524 | P09923 | 330,000 tested, 0.16% active | activation factor at 10 µM;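 active means activation factor of the enzyme at least 2-fold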; further: the source names both 10 and 20 µM as test concentration; values of inactives mirror those of a sister screen read the other way
An asterisk follows results filed as active.

SMILES	MIN6 prolif	SENP1 inh	mIAP block	APOBEC3A inh	hIAP inh	NALP3 yeast inh	A3G deaminase	mIAP activ	hIAP activ
O=C(Nc1ccc2[nH]ccc2c1)c1cccs1	-2.9	1.8	7.9	0.6	14.1	22.5	-1.3	0.921	0.859
COC(=O)c1cccc(NC(=O)c2ccc3c(c2)C(=O)N(CC2CCCO2)C3=O)c1 (configuration not stated)	-1.5	-0.3	-3.0	4.4	11.3	17.7	-1.0	1.03	0.887
Cc1nc(C(=O)NNC(=O)c2ccc(C(F)(F)F)cc2)cs1	-2.6	0.7	16.0	-2.4	19.4	18.3	-4.1	0.84	0.806
COc1cccc(OC)c1C(=O)Nc1ccc(Br)c(C(=O)c2ccccc2)c1	-2.5	1.7	8.8	-4.0	-17.3	7.3	-4.1	0.912	1.17
COc1ccc(-n2ncc(C(C)NS(=O)(=O)c3cc(F)ccc3C)c2C)cc1 (configuration not stated)	-0.2	2.1	2.5	-7.3	1.1	-5.4	-4.0	0.975	0.989
COc1cc(OC)c(NS(=O)(=O)c2cc(C(=O)OC(C)C(=O)NC3CC3)c(Cl)cc2Cl)cc1Cl (configuration not stated)	-1.1	4.2	-5.3	3.8	-0.1	12.8	-1.2	1.05	1
Cc1cc(NC2CCCCC2)nc(N2CCOCC2)n1	-3.0	0.6	-20.3	-3.3	-8.6	13.5	-3.3	1.2	1.09
COc1ccc(-n2cnc3sccc3c2=O)cc1	-2.1	2.6	8.7	-3.3	3.2	13.4	-9.9	0.913	0.968
Cn1c(SCC(=O)Nc2cccc(S(=O)(=O)N3CCOCC3)c2)nnc1-c1ccncc1	-1.2	-2.8	14.5	0.5	8.6	25.3	-22.1	0.855	0.914
Cc1cc(C)c2cc(CN(Cc3ccco3)C(=O)NCc3ccccc3)c(=O)[nH]c2c1	-1.4	1.1	0.4	0.4	-2.1	12.7	-5.3	0.996	1.02
Cc1nc(C)c(C(=O)OCC(=O)N2CCN(c3ccccc3)CC2)s1	-0.7	1.1	0.6	0.4	21.9	-2.4	-1.2	0.994	0.781
CCC(C)NC(=O)Cn1c(COc2ccc(Cl)cc2Cl)nc2ccccc21 (configuration not stated)	-1.6	0.0	-6.3	-0.7	-13.1	-10.8	-8.3	1.06	1.13
O=C(Nc1ccccn1)c1ccc(C(=O)Nc2ccccn2)cc1	-3.7	-1.2	-0.4	-2.2	-0.6	5.0	-1.7	1	1.01
O=C(O)COc1ccc(NC(=O)c2ccc3c(c2)C(=O)N(Cc2ccccc2)C3=O)cc1	-1.3	0.6	-4.5	-1.8	-5.7	-1.8	-1.9	1.04	1.06
S=c1nc[nH]c2c1ncn2C1CCCO1 (configuration not stated)	-3.3	2.1	2.5	-6.6	-16.4	3.2	-12.9	0.975	1.16
CCOC(=O)N1CCN(C(=O)c2ccccc2NC(=O)COc2ccccc2)CC1	1.9	0.3	1.5	1.2	-0.1	20.3	-2.1	0.985	1
CCC1=NN2C(=N)/C(=C/c3cc(C)n(Cc4ccccc4)c3C)C(=O)N=C2S1	-3.9	-39.6	1.1	-2.6	-14.2	-0.3	-4.0	0.989	1.14
COc1ccc(CN2CCN(Cc3ccc(CO)o3)CC2CCO)cc1C (configuration not stated)	2.3	-1.6	-1.2	-5.8	3.3	13.8	-9.4	1.01	0.967
Cc1cccc(OCC(=O)NNC(=O)CSc2ncc(C#N)c(N)n2)c1	-2.4	-51.0	14.2	6.9	-43.4	-1.2	2.2	0.858	1.43
COC(=O)CSc1cc(C)nc2ccc(OC)cc12	0.0	1.9	9.0	-1.9	7.9	5.5	-0.1	0.91	0.921
CSc1ccc(/C=N/n2c(C)cc(C)cc2=O)cc1	-2.3	0.4	10.5	-3.1	-1.8	24.0	-5.9	0.895	1.02
C=CCN1C(=O)CS/C1=N/c1nccs1	-1.2	1.0	0.5	5.2	0.5	-8.5	0.5	0.995	0.995
CCOc1ccc(-n2c(-c3ccc(Br)cc3)c[n+]3c2CCCCC3)cc1	-5.1	-4.3	-0.9	-0.6	-16.5	12.2	-3.1	1.01	1.17
CC(=C/c1ccccc1)/C=N/N1CCN(Cc2ccc(C)cc2)CC1	-3.4	2.8	15.3	-0.5	4.0	19.4	0.0	0.847	0.96
COc1ccccc1N1CCN(S(=O)(=O)c2cc(C(F)(F)F)cc(C(F)(F)F)c2)CC1	-1.7	-1.6	3.8	-0.5	11.1	3.2	-7.7	0.962	0.889

Going on with the list:
SMILES	MIN6 prolif	SENP1 inh	mIAP block	APOBEC3A inh	hIAP inh	NALP3 yeast inh	A3G deaminase	mIAP activ	hIAP activ
COC(=O)Nc1ccc(S(=O)(=O)N(CCO)CC(F)(F)C(F)F)cc1	-3.4	0.1	-13.5	-6.1	-17.1	0.0	-2.5	1.14	1.17
CC(=O)c1nn(-c2cccc(Br)c2)cc1C(=O)c1ccccc1	0.4	-0.5	1.8	-2.9	0.3	14.2	-3.8	0.982	0.997
C=C(C)C(=O)N1CC2(CC(c3cccc(NC(=O)c4ccccc4)c3)=NO2)C[C@@H]1C(N)=O (some centres not stated)	-2.3	2.5	-3.6	-0.2	-4.7	13.4	0.7	1.04	1.05
CCN(Cc1ccc2c(c1)OCO2)C(=O)/C=C/c1cccc(Br)c1	-1.9	0.3	8.2	2.4	19.7	22.2	-13.7	0.918	0.803
COC(=O)C1=C(C)N(C)C(=O)/C1=C\c1cccs1	-0.7	3.4	6.6	-4.1	9.1	18.5	-8.6	0.934	0.909
CC(C)(SC(=S)N1CCOCC1)C(=O)O	-1.6	1.2	6.5	-0.7	-6.5	-7.1	-5.9	0.935	1.06
C[C@H](NC(=O)c1nc[nH]c1C(=O)NCC(=O)OC(C)(C)C)C(=O)OCc1ccccc1	1.6	0.4	37.5	-1.4	-45.9	9.7	-11.0	0.625	1.46
CCOc1ccc(Oc2c(C)oc3cc(O)ccc3c2=O)cc1	0.8	-1.5	9.6	1.5	16.5	8.0	0.4	0.904	0.835
Cc1cc(O)c(NC(=O)c2ccc(Br)o2)cc1C	1.8	0.1	5.0	-0.3	5.5	17.0	-3.1	0.95	0.945
COc1cccc(N=C2SC(C(=O)Nc3ccc(F)cc3)CC(=O)N2C)c1 (configuration not stated)	-3.1	1.6	-23.6	-4.2	-16.8	2.3	4.7	1.24	1.17
CC(=O)c1cc(-c2ccccc2)n(CC(=O)NC2CCCC2)c1C	0.7	3.5	-1.9	0.6	5.4	-9.1	-1.9	1.02	0.946
O=C(COC(=O)CSc1cc(Cl)ccc1Cl)NCc1ccc2c(c1)OCO2	0.6	5.2	1.4	-1.1	12.9	0.5	-1.2	0.986	0.871
CN1CCN(CCP(=O)(c2ccccc2)c2ccccc2)CC1	-0.6	-0.1	-0.2	0.8	-3.7	19.0	-0.2	1	1.04
CCN(C(=O)CN1CCN(C)CC1)c1c(N)n(Cc2ccccc2)c(=O)[nH]c1=O	-3.9	-0.1	0.6	-5.0	-7.9	6.0	-4.0	0.994	1.08
COCCOC(=O)c1c(C)oc2ccc(OC(=O)c3cccs3)cc12	-4.3	-0.2	-0.1	-2.4	-4.8	33.1	-11.2	1	1.05
Cc1oc(-c2cccc(Cl)c2)nc1CS(=O)(=O)CC(=O)NC1CC1	-0.9	-0.3	0.4	0.9	-32.8	9.4	-2.5	0.996	1.33
O=C(NNc1ccc([N+](=O)[O-])cc1)C1CC2CCCC(C1)C2=O (configuration not stated)	-2.0	0.9	9.1	2.1	8.7	8.5	-0.9	0.909	0.913
Cc1c(C(=O)OCC(=O)N(C)CC(=O)Nc2ccc(F)cc2)oc2ccccc12	-2.3	1.5	-12.6	-4.0	-1.9	4.3	-3.9	1.13	1.02
COC(=O)Cc1ccc(OCC(=O)NC2CCCC2)cc1	-3.3	2.2	-0.8	-1.4	10.5	15.3	-6.6	1.01	0.895
COc1ccccc1N1CCN(/N=C/C=C/c2ccccc2[N+](=O)[O-])CC1	-1.5	-2.5	13.1	2.0	16.4	24.6	0.2	0.869	0.836
Cc1cc(C)c2[nH]c(=S)cc(C)c2c1	-3.0	3.2	-2.7	-4.2	-18.9	7.1	72.7*	1.03	1.19
CC(=O)Nc1ccc(NC(=O)C(C)OC(=O)CNS(=O)(=O)c2cccc(Cl)c2)cc1 (configuration not stated)	-1.4	1.3	-14.5	5.3	1.4	15.5	-7.3	1.15	0.986
CC(C)(C)c1ccc(S(=O)(=O)Nc2cccnc2)cc1	1.4	0.3	6.5	1.2	7.2	3.4	-6.7	0.935	0.928
C=CCOC(=O)C(=O)/C=C/c1c(C)n(C)n(-c2ccccc2)c1=O	0.4	1.9	0.1	-12.7	1.0	-15.6	-15.7	0.999	0.99
COc1cc(/C=C/C(=O)OCC(=O)NC(=O)C2COc3ccccc3O2)ccc1OC(F)F (configuration not stated)	-1.2	1.7	12.5	2.6	-18.9	-2.7	0.6	0.875	1.19

Three entries from above, sorted by the number in mIAP activ, high to low.
Molecule	mIAP activ
COC(=O)C1=C(C)N(C)C(=O)/C1=C\c1cccs1	0.934
O=C(NNc1ccc([N+](=O)[O-])cc1)C1CC2CCCC(C1)C2=O (configuration not stated)	0.909
CCOc1ccc(Oc2c(C)oc3cc(O)ccc3c2=O)cc1	0.904

(cont.)
SMILES	MIN6 prolif	SENP1 inh	mIAP block	APOBEC3A inh	hIAP inh	NALP3 yeast inh	A3G deaminase	mIAP activ	hIAP activ
CCOc1ccc(N2C(=O)CC(N(CCc3ccc(S(N)(=O)=O)cc3)C(C)=O)C2=O)cc1 (configuration not stated)	-1.9	-0.7	2.2	-0.3	-6.9	3.8	-0.6	0.978	1.07
COc1cccc(C(=O)Nc2ccc3c(cc2=O)[C@@H](NC(C)=O)CCc2cc(OC)c(OC)c(OC)c2-3)c1	-4.8	-44.9	0.4	-2.4	4.7	7.9	-1.4	0.996	0.953
NC(=O)C1CCN(C(=O)CN(c2cccc(Cl)c2)S(=O)(=O)c2ccccc2)CC1	-0.4	1.2	3.6	-3.8	-4.4	17.4	-2.6	0.964	1.04
Cc1ccc(NC(=O)OCCN2CCN(Cc3ccccc3)CCC2=O)cc1	-2.3	0.9	-14.6	-2.3	-4.7	15.0	-6.1	1.15	1.05
CCCSc1nsc(N)n1	-4.1	4.0	10.2	5.2	17.8	2.2	10.7	0.898	0.822
O=C(Nc1ccc(F)cc1)C1CCCO1 (configuration not stated)	-2.3	0.9	9.2	-2.2	4.3	-0.1	-4.4	0.908	0.957
COc1cc(NC2c3ccccc3C(=O)N2Cc2ccccc2Cl)cc(OC)c1OC (configuration not stated)	-1.8	0.6	-19.5	4.3	-10.2	17.3	-3.0	1.2	1.1
CCNC(=S)N/N=C(\C)c1ccc2ccccc2c1OC(F)F	-5.2	-0.1	-7.6	0.4	-12.8	28.4	-17.6	1.08	1.13
CCOC(=O)NC1(C(F)(F)F)NC(=O)N(c2ccc(F)cc2)C1=O (configuration not stated)	-0.2	3.1	1.7	-2.3	14.4	18.2	-6.4	0.983	0.856
Cc1ccccc1OCC(=O)N1CCCCCCC1	-0.3	2.1	-2.5	-6.7	-13.9	11.8	-8.0	1.02	1.14
Cc1ccc(-c2nc(=O)[nH]c3ccccc23)cc1	-4.3	1.8	1.3	7.6	8.6	3.8	-2.7	0.987	0.914
O=C(Cc1ccccc1)NCC(=O)N1CCN(Cc2cccc(Cl)c2)CC1	0.3	1.4	-6.7	-3.5	0.2	13.1	-8.4	1.07	0.998

These rows are one share of the data. The share of hits here may be higher or lower than overall.
